Source: PubChem BioAssay
LMPTP block = LMPTP (human) inhibition; hit rate 0.22% among 360,000; inhibition, % at 20 µM; P24666; recombinant LMPTP-A, OMFP fluorogenic substrate, fluorescence intensity;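 active means compounds that cut the enzyme signal by at least half of the control window in the single-dose screen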;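 further: plate controls were DMSO wells with enzyme plus substrate for no effect and substrate without enzyme for full effect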
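Material: LMPTP-A; amount: 0.625 nM enzyme; doses: single 20 µM dose; times: reaction 50 min, room temperature, dark; technique: fluorescence intensity of OMFP turnover product; benchmarks: no-enzyme and uninhibited controls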
Rpn11 block = inhibitors of human proteasome Rpn11 | calls only at 20 µM | O00487 | human 26S proteasome, Ub4-pepOG fluorescence polarization; 20S core pre-blocked with epoxomicin | hit rate 0.59% among 360,000;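 active means inhibition at 20 µM, scaled to each plate's controls, above about 33%, limit read from the data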
NadD inh = NadD (S. aureus) enzyme inhibition; purified NadD enzyme, colorimetric absorbance read-out; inhibition, % at 20 µM; hit rate 0.78% among 360,000; in the data active means inhibition above about 26%; further: some compounds past the cut are filed as inactive
Scp-1 inhibitor = Scp-1 (human) phosphatase inhibition | Q9GZU7 | Recombinant Scp1, phosphopeptide, malachite green phosphate absorbance | inhibition, % at 20 µM | hit rate 0.88% among 340,000 | AID 493091;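 active means inhibition above about 50% at 20 µM, limit read from the data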;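 further: plate controls were DMSO wells with enzyme for no effect and wells lacking enzyme for full effect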
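Test system: SCP-1 phosphatase catalytic domain, residues 76-261; measured by: colorimetric phosphate reagent with accelerator and stabiliser, absorbance at 630 nm; timing: enzyme reaction 45 min at room temperature, colour 5 min, stabilisation 30 min; also added: Phosphorylated 17-residue peptide substrate; compound dosing: one concentration, 20 µM, with 1.0% DMSO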
MsrA inh = inhibits bovine methionine sulfoxide reductase A. AID 651718. inhibition, % at 15.5 µM. hit rate 0.75% among 360,000. purified bovine MsrA, absorbance read-out; in the data active means inhibition above about 4.5%;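 further: 0% = vehicle wells with enzyme and 100% = reference inhibitor wells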
SUMO1 PPI mod = SUMO1-SIM interaction modulation; P63165; SUMO1 binding to a labelled peptide, TR-FRET, 1 h; inhibition, % at 20 µM; hit rate 0.33% among 360,000; AID 602429; in the data active means inhibition above about 37%
DNMT1 inh = inhibitors of human DNMT1 | AID 588458 | P26358 | hit rate 0.83% among 360,000 | inhibition (reported as % activation of signal), % at 10 µM | DNMT1 molecular beacon, Hinp1I cleavage, fluorescence; in the data active means inhibition above about 50%
Target sequence (P26358 504-1616 limits assumed): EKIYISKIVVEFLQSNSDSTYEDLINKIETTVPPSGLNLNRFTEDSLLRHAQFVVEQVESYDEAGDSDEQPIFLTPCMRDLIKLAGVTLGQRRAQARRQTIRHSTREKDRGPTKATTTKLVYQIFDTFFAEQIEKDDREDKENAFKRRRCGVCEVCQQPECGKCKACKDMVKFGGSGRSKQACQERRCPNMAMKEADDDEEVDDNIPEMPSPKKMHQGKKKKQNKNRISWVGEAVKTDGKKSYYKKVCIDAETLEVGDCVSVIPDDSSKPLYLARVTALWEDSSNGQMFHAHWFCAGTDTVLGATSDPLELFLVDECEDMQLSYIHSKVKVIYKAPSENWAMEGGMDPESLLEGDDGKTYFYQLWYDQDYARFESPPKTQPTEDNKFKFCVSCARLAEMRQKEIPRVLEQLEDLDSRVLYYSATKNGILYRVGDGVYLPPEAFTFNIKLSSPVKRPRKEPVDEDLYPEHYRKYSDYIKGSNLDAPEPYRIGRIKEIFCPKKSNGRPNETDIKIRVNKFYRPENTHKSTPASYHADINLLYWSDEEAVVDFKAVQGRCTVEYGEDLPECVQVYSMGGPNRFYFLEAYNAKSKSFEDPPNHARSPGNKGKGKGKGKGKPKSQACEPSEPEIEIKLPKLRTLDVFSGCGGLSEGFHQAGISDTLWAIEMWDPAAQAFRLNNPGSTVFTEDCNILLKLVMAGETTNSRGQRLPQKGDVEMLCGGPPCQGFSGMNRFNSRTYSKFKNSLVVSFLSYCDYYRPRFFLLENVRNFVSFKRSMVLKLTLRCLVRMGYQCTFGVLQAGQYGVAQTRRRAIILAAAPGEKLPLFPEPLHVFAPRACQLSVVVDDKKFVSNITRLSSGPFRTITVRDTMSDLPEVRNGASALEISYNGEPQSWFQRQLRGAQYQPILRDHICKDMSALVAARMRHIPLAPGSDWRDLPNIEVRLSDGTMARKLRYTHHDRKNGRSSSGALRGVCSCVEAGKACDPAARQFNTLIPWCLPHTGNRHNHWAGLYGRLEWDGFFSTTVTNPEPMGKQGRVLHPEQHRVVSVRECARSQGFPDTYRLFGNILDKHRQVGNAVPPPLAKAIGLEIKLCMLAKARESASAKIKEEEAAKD
TbMetRS inhib = Trypanosoma brucei MetRS inhibition; purified T. brucei MetRS, ATP depletion, Kinase-Glo luminescence; inhibition, % at 11.9 µM; hit rate 0.4% among 360,000; AID 624268;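 active means inhibition above a per-plate cutoff of the control wells' mean inhibition plus 3 SD, cut at about 5.5% in these data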;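 further: 0% = DMSO wells median and 100% = median of wells with control inhibitor compound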
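System: purified T. brucei MetRS enzyme / Detection: Kinase-Glo luciferase luminescence reporting remaining unconsumed ATP / Medium: HEPES buffer with MgCl2, KCl, DTT, spermine, BSA, pyrophosphatase / Replication: singlicate, one well per compound / Evaluation: percent inhibition relative to median high and low control wells / Schedule: 2 h aminoacylation at 25 °C after 15 min preincubation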
STEP block = STEP (human) phosphatase inhibition; P54829; recombinant STEP, OMFP fluorogenic substrate, fluorescence; inhibition, % at 20 µM; hit rate 0.25% among 360,000;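 active means inhibition at 20 µM, scaled per plate between control wells, above about 37%, limit read from the data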;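 further: 0% = DMSO with enzyme and substrate and 100% = substrate only without enzyme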
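Material: STEP (striatal-enriched tyrosine phosphatase) enzyme, cell-free | Medium: 50 mM Bis-Tris pH 6.0 with 2.5 mM DTT and 0.005% Tween 20 | Read-out: Percent inhibition scaled to no-enzyme and uninhibited-enzyme controls, plate-pattern corrected | Signal: Fluorescence read at 480 nm ex / 540 nm em | Times: 20 min reaction, room temperature, in the dark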
CSN inh = blocks human CSN-mediated cullin deneddylation | Q92905 | inhibition, % at 12.5 µM | Purified CSN, SCF-Nedd8-OG deneddylation, fluorescence polarization | hit rate 0.38% among 360,000 | AID 651999;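 active means pattern-corrected inhibition above about 35%, with an unprinted fluorescence ratio check between 0.5 and 1.5, limit read from the data, passing the limit was not always enough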;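 further: 0% = enzyme with substrate and 100% = substrate without enzyme; some results filed as inactive read as strong as hits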
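Detection – fluorescence polarization · System – HEK293T-derived human Csn5 enzyme · Controls – substrate-only high control, full reaction low control · Timing – 90 min, room temperature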
An asterisk follows results filed as active.

For COc1cccc(N2CCN(c3ccc4nnc(CCC(=O)Nc5ccc(F)cc5F)n4n3)CC2)c1 the results were LMPTP block 0.3, Rpn11 block inactive, NadD inh -7, Scp-1 inhibitor -6, MsrA inh 0.3, SUMO1 PPI mod -2, DNMT1 inh -1, TbMetRS inhib -0.8, STEP block 1 and CSN inh 19.
`O=C(Oc1ccc(Br)cc1C(=S)N1CCOCC1)c1cccc([N+](=O)[O-])c1` gave LMPTP block -0.7, Rpn11 block inactive, NadD inh -6, Scp-1 inhibitor -1, MsrA inh 0.2, SUMO1 PPI mod -20, DNMT1 inh 0, TbMetRS inhib -1.3, STEP block 2 and CSN inh -1.
CC(C)C1C(C#N)=C(N)Oc2n[nH]c(-c3cccs3)c21 (stereo not drawn) was read as LMPTP block 0.0, Rpn11 block inactive, NadD inh -2, Scp-1 inhibitor -2, MsrA inh 1.3, SUMO1 PPI mod 7, DNMT1 inh -9, TbMetRS inhib 0.1, STEP block -3 and CSN inh -2.
For COc1ccc(S(=O)(=O)Nc2cccc3c2O[C@H](CN(C)Cc2ccc(C(=O)O)cc2)[C@@H](C)CN([C@H](C)CO)C3=O)cc1 the results were LMPTP block -1.0, Rpn11 block inactive, NadD inh 0, Scp-1 inhibitor 47, MsrA inh -0.8, SUMO1 PPI mod 7, DNMT1 inh -1, TbMetRS inhib 0.2, STEP block 0 and CSN inh 0.
`COc1ccc(C2=C/C(=C\c3ccccc3OC(C)=O)C(=O)O2)cc1` gave LMPTP block -1.0, Rpn11 block inactive, NadD inh 3, Scp-1 inhibitor -12, MsrA inh 0.1, SUMO1 PPI mod -5, DNMT1 inh 2, TbMetRS inhib 1.4, STEP block -2 and CSN inh 3.
COc1ccc(NC(=O)Cn2nc(Cc3cccnc3)c3ccccc3c2=O)c(OC)c1 was read as LMPTP block 0.5, Rpn11 block inactive, NadD inh 1, Scp-1 inhibitor -4, MsrA inh 1.5, SUMO1 PPI mod -1, DNMT1 inh 3, TbMetRS inhib -0.1, STEP block 0 and CSN inh 3.
Screening Cc1nc(CSc2nnc(C)s2)cs1 returned LMPTP block -0.8, Rpn11 block inactive, NadD inh -1, Scp-1 inhibitor 1, MsrA inh 1.7, SUMO1 PPI mod 5, DNMT1 inh 0, TbMetRS inhib -0.1, STEP block 2 and CSN inh 3.
For COc1ccc(CNC(=O)c2ccc(N(C)S(=O)(=O)c3ccc(C)cc3)cc2)cc1 the results were LMPTP block 4.7, Rpn11 block inactive, NadD inh -12, Scp-1 inhibitor 4, MsrA inh -1.2, SUMO1 PPI mod 7, DNMT1 inh -7, TbMetRS inhib -0.5, STEP block 2 and CSN inh 6.
CC(=O)N1c2ccc(S(=O)(=O)N3CCCC3)cc2CC1C(=O)NC(C)C (stereo not drawn) was read as LMPTP block -0.3, Rpn11 block inactive, NadD inh -2, Scp-1 inhibitor -5, MsrA inh -0.6, SUMO1 PPI mod 0, DNMT1 inh 0, TbMetRS inhib -0.3, STEP block -4 and CSN inh -3.
For CCC(=O)Nc1nnc(C(C)(C)C)s1 the results were LMPTP block -0.6, Rpn11 block inactive, NadD inh -3, Scp-1 inhibitor -2, MsrA inh 1.6, SUMO1 PPI mod 0, DNMT1 inh 0, TbMetRS inhib -0.7, STEP block 1 and CSN inh -7.
`COc1cccc(Cn2cc(C)cc(NC(=O)NCc3ccccc3)c2=O)c1` gave LMPTP block 1.2, Rpn11 block inactive, NadD inh -3, Scp-1 inhibitor -6, MsrA inh -0.1, SUMO1 PPI mod -9, DNMT1 inh -6, TbMetRS inhib -0.4, STEP block -1 and CSN inh 7.
`Cn1cnc(S(=O)(=O)NCc2cccs2)c1` gave LMPTP block -2.9, Rpn11 block inactive, NadD inh -1, Scp-1 inhibitor 0, MsrA inh -0.6, SUMO1 PPI mod -2, DNMT1 inh 2, TbMetRS inhib -0.3, STEP block -2 and CSN inh -4.
`O=C(/C=C/c1ccco1)Nc1ccc2c(c1)OCO2` gave LMPTP block -0.8, Rpn11 block inactive, NadD inh -3, Scp-1 inhibitor -7, MsrA inh 3.5, SUMO1 PPI mod -9, DNMT1 inh 4, TbMetRS inhib -0.4, STEP block 1 and CSN inh 2.
`O=C(CCSc1nc2ccccc2o1)N1CCOCC1` gave LMPTP block -1.6, Rpn11 block inactive, NadD inh 2, Scp-1 inhibitor -9, MsrA inh 2.2, SUMO1 PPI mod 0, DNMT1 inh -8, TbMetRS inhib -0.2, STEP block -1 and CSN inh 9.
`NC1=NC[C@H](Cc2ccccc2)N1CCc1cccc(F)c1` gave LMPTP block 17, Rpn11 block inactive, NadD inh 0, Scp-1 inhibitor 9, MsrA inh -0.8, SUMO1 PPI mod 74*, DNMT1 inh -35, TbMetRS inhib -0.4, STEP block 70* and CSN inh 63*.

2 entries drawn at random from the list so far:
Screening Cc1nc(CSc2nnc(C)s2)cs1 returned LMPTP block -0.8, Rpn11 block inactive, NadD inh -1, Scp-1 inhibitor 1, MsrA inh 1.7, SUMO1 PPI mod 5, DNMT1 inh 0, TbMetRS inhib -0.1, STEP block 2 and CSN inh 3.
`Cn1cnc(S(=O)(=O)NCc2cccs2)c1` gave LMPTP block -2.9, Rpn11 block inactive, NadD inh -1, Scp-1 inhibitor 0, MsrA inh -0.6, SUMO1 PPI mod -2, DNMT1 inh 2, TbMetRS inhib -0.3, STEP block -2 and CSN inh -4.

The list continues.
For COc1cc(CN(C(=S)NCC(=O)NC2CCCC2)C2CCCC2)cc(OC)c1OC the results were LMPTP block -1.5, Rpn11 block inactive, NadD inh -2, Scp-1 inhibitor -11, MsrA inh -0.2, SUMO1 PPI mod -6, DNMT1 inh -1, TbMetRS inhib -0.2, STEP block 4 and CSN inh 4.
`CC(C)CC(=O)N1CCN(S(=O)(=O)c2ccc3ccccc3c2)CC1` gave LMPTP block -0.8, Rpn11 block inactive, NadD inh -2, Scp-1 inhibitor -7, MsrA inh 0.5, SUMO1 PPI mod -7, DNMT1 inh -9, TbMetRS inhib -0.6, STEP block 0 and CSN inh 1.
For COCCOC(=O)C1=C(C)NC2=C(C(=O)CC(C)(C)C2)C1c1ccc(N(C)C)cc1 (stereo not drawn) the results were LMPTP block -0.6, Rpn11 block inactive, NadD inh -2, Scp-1 inhibitor -5, MsrA inh 2.1, SUMO1 PPI mod 1, DNMT1 inh -4, TbMetRS inhib -0.6, STEP block -4 and CSN inh 2.
For COCC(=O)Nc1ccc(C(C)C)cc1 the results were LMPTP block -0.9, Rpn11 block inactive, NadD inh 0, Scp-1 inhibitor 8, MsrA inh -0.5, SUMO1 PPI mod -4, DNMT1 inh -4, TbMetRS inhib 0.1, STEP block -2 and CSN inh 4.
`O=C(Nc1ccc(NS(=O)(=O)c2ccccc2)cc1)c1ccccc1Cl` gave LMPTP block 0.6, Rpn11 block inactive, NadD inh -5, Scp-1 inhibitor -5, MsrA inh 0.9, SUMO1 PPI mod 8, DNMT1 inh -8, TbMetRS inhib 0.2, STEP block 1 and CSN inh 11.
For COc1ccc(CNC(=O)Nc2nc(C(N)c3ccccc3)cs2)cc1 (stereo not drawn) the results were LMPTP block 2.9, Rpn11 block inactive, NadD inh 4, MsrA inh 1.2, SUMO1 PPI mod -4, DNMT1 inh -8, TbMetRS inhib -0.2, STEP block -2 and CSN inh -4.
`Cc1cc2nc(-c3ccc(F)cc3)c(CC3CCCCC3)n2c(C)c1Br` gave LMPTP block 0.7, NadD inh 11, MsrA inh 0.8, SUMO1 PPI mod 0, TbMetRS inhib -0.7 and CSN inh -3.
COc1ccc(CNCc2ccc3c(c2)OCO3)cc1Br was read as LMPTP block -0.9, Rpn11 block inactive, NadD inh -5, Scp-1 inhibitor -7, MsrA inh -0.5, SUMO1 PPI mod 1, DNMT1 inh -2, TbMetRS inhib -0.4, STEP block 1 and CSN inh 1.
For O=C(Cc1cccc(NC(=O)C2CCN(C(=O)c3ccccc3)CC2)c1)Nc1cccc(C(=O)N2CCOCC2)c1 the results were LMPTP block -2.5, Rpn11 block inactive, NadD inh 1, Scp-1 inhibitor -4, MsrA inh -1.4, SUMO1 PPI mod -4, DNMT1 inh 0, TbMetRS inhib -0.8, STEP block 1 and CSN inh 2.
`COc1cc(CC2C(=O)Nc3ccccc32)cc(C)c1O` (stereo not drawn) gave LMPTP block 1.0, Rpn11 block inactive, NadD inh -2, Scp-1 inhibitor 10, MsrA inh 1.7, SUMO1 PPI mod 1, DNMT1 inh 0, TbMetRS inhib -1.0, STEP block 3 and CSN inh 1.
O=C(c1ccccc1)c1ccc2nc(-c3ccc(NC(=O)c4ccccc4Br)cc3)[nH]c2c1 was read as LMPTP block 1.3, Rpn11 block inactive, NadD inh 7, Scp-1 inhibitor 0, MsrA inh 0.5, SUMO1 PPI mod -3, DNMT1 inh -8, TbMetRS inhib -0.9, STEP block -4 and CSN inh -1.
Screening O=C1C=C(Nc2cccc3cccnc23)c2ccccc2C1=O returned LMPTP block 1.4, Rpn11 block inactive, NadD inh 8, Scp-1 inhibitor -12, MsrA inh -0.3, SUMO1 PPI mod 4, DNMT1 inh -10, TbMetRS inhib 1.1, STEP block 0 and CSN inh 1.
`CCOC(=O)CNc1nc(Cl)nc(Nc2ccc(OC)cc2OC)n1` gave LMPTP block 1.1, Rpn11 block inactive, NadD inh -2, Scp-1 inhibitor -5, MsrA inh 0.0, SUMO1 PPI mod 1, DNMT1 inh 2, TbMetRS inhib -0.5, STEP block -1 and CSN inh 0.
For COC(=O)C(NC(C)=O)(Nc1cccc(C)n1)C(F)(F)F (stereo not drawn) the results were LMPTP block -2.2, Rpn11 block inactive, NadD inh 1, Scp-1 inhibitor -6, MsrA inh -1.2, SUMO1 PPI mod 3, DNMT1 inh 1, TbMetRS inhib 0.1, STEP block -1 and CSN inh 1.
Screening O=C(Nc1ccnn1C1CCN(C2CCC2)CC1)c1cccc(F)c1 returned LMPTP block -1.6, Rpn11 block inactive, NadD inh -3, Scp-1 inhibitor -5, MsrA inh -1.4, SUMO1 PPI mod -1, DNMT1 inh -1, TbMetRS inhib -0.4, STEP block 2 and CSN inh -2.
